HT1080 IDH1KD tx – kills HT-1080 cells with IDH1 knockdown. HT-1080 IDH1 knockdown viability, ATP luminescence, 48 h. Potency, µM (top dose mostly 46.1 µM), for the others: at the highest dose activity, negative = toxicity, most hits filed as cytotoxic. 360,000 tested, 2% active;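 further: potency means the concentration at half of the fitted maximal effect; 0% = DMSO wells and -100% = cell-free medium wells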
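Cytotoxicity counter-line: IDH1KD HT-1080, 48 h, CellTiter-Glo. Curves classed by r2, magnitude and activity.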
KB-3-1 tox – KB-3-1 parental cell cytotoxicity; KB-3-1 viability, CellTiter-Glo ATP luminescence, 72 h; AID 1347075; Potency, µM (titrated, usually from 46.1 µM), without a hit: top-dose activity change, negative = cytotoxic, usual class: cytotoxic; 400,000 tested, 1.4% active; further: potency means the concentration at half of the fitted maximal effect; on the % scale 0 is the no-effect control and ±100 the full control effect; nearly all actives have a fitted effect of over 60% in size
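Parental KB-3-1 adenocarcinoma cells in phenol-red-free DMEM with 10% FBS were pin-treated with compounds at several concentrations, incubated 72 h at 37 °C, and viability read by CellTiter-Glo luminescence; concentration-effect curves were fitted after normalization.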
MCF10A rerep – DNA re-replication induction in MCF 10a cells; AID 624296; 350,000 tested, 2.9% active; MCF 10A DNA re-replication, Hoechst nuclear intensity, 48 h; Potency, µM (highest dose often 46.1 µM), without a hit: top-dose activity, positive = re-replication, hits mostly activators; further: potency means the concentration at half of the fitted maximal effect; % of control where 0% means no effect; nearly all actives have a fitted effect of over 50% in size
HT1080NT lethal – kills 2HG-producing HT-1080-NT fibrosarcoma cells. HT-1080-NT fibrosarcoma viability, CellTiter-Glo ATP luminescence, 48 h. Potency, µM (highest dose often 46.1 µM), for inactives: at the top dose activity, negative = less viability, actives largely listed as cytotoxic. 360,000 tested, 1.6% active;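 further: NT is the 2HG producing partner of a matched IDH1 knockdown line; potency means the concentration at half of the fitted maximal effect; 0% = DMSO-treated cells and -100% = media-only wells without cells; nearly all actives have a fitted effect of over 55% in size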
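750 cells/well, RPMI + 5% FBS; 2 h settle, compound pin-transfer, 48 h at 37 degrees C. CellTiter-Glo 10 min RT, luminescence. Normalized to DMSO and media-only wells.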
SW480 rereplic – induces DNA re-replication in SW480 colon adenocarcinoma cells. SW480 DNA re-replication, Hoechst DNA content imaging, 48 h. Potency, µM (series often up to 46.1 µM), without a hit: top-dose re-replication activation, hits mostly activators. AID 624297. 340,000 tested, 1.8% active; further: potency means the concentration at half of the fitted maximal effect; % of control where 0% means no effect; nearly all actives have a fitted effect of over 55% in size
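First, 250 cells per well were seeded. Next, compound or vehicle (23 nL) was pinned in, plates sat 48 hr at 37 C. Finally Hoechst was added for 40 min before fluorescence scanning.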
D3 ag – agonists of human D3 dopamine receptor; max activation, %; 410,000 tested, 0.58% active; D3R DiscoveRx beta-arrestin cells, luminescence, 90 min; AID 652048; P35462; in the data active means max activation above about 30%; further: 0% is about no effect; mostly tested at two doses, the higher about 12 µM
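Cells at 1500/well, incubated overnight, then treated with pinned compounds (dopamine as control) for 90 min at 37 degrees C. DiscoveRx reagent added for 30 - 60 minutes at room temperature; luminescence read.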
KB-V1 MDR tox – kills drug-selected multidrug resistant KB-V1 cells | AID 1347076 | Potency, µM (top dose mostly 46.1 µM), inactives show top-dose activity change, negative = cytotoxicity, actives largely listed as cytotoxic | KB-V1 MDR cells viability, CellTiter-Glo, 72 h | 400,000 tested, 3.4% active; further: potency means the concentration at half of the fitted maximal effect; on the % scale 0 is the no-effect control and ±100 the full control effect; nearly all actives have a fitted effect of over 60% in size
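Readout: CellTiter-Glo luminescence, 10 min after addition. Cells: KB-V1 MDR subline, 72 h at 37 degrees C with compound. Analysis: corrected, normalized data fitted to concentration-effect curves.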
HEK293 tox – cytotoxicity counter-screen for GLP-1 receptor inverse agonists. AID 624418. 410,000 tested, 0.13% active. HEK293 cAMP-luciferase reporter cells, luminescence, 24 h. Potency, µM (titrated, usually from 38.3 µM), for inactives: at the top dose activity change, negative = inhibition, usual class: inhibitors;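 further: loss of luciferase light is scored as toxicity; potency means the concentration at half of the fitted maximal effect; on the % scale 0 is the no-effect control and ±100 the full control effect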
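Here, cytotoxicity is scored as loss of luminescence. The MLSMR collection was tested on cells seeded in medium containing 10% Nu serum, with a 24 hr compound exposure preceded by 12 hours of culture.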
IL1B secr inh – inhibitors of inflammasome signaling (IL-1 beta secretion). 360,000 tested, 4.7% active. activity change, % at 57.5 µM. THP-1 LPS/ATP IL-1B secretion, AlphaLISA, 16 h; hits give low values; in the data active means activity change below about -50%; inconclusive means mostly about -30% to -49%; further: on the % scale 0 is the no-effect control and ±100 the full control effect
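Secreted IL-1B measured by AlphaLISA bead assay after 16 h compound exposure of THP-1 cells; compounds (final up to 57.5 uM) added 1 h before LPS (250 ng/mL) and ATP (1.25 mM) stimulation; lower signal means less secretion.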
Active calls of the source: *; ? = inconclusive; . = no result given; [ ] = dose if it differs, or a comment. Unless noted, the call rests on the fitted dose curve; in most records, active means well fitted curve in the direction sought with a large enough effect; inconclusive means small, poorly fitted or top-dose-only effect, or another doubt; inactive means no such curve, though single readings can be large; an effect the other way counts as inactive or inconclusive.

SMILES	HT1080 IDH1KD tx	KB-3-1 tox	MCF10A rerep	HT1080NT lethal	SW480 rereplic	D3 ag	KB-V1 MDR tox	HEK293 tox	IL1B secr inh
CCCC(=O)c1cc(F)c(N2CCN(C(=O)OCC)CC2)cc1C	-16%	8%	15%	-11%	-10%	-7	?	-6%	-3
Cc1ccc(N2C(=O)[C@@H]3C(c4cccnc4)=NO[C@@H]3C2=O)c(C)c1	-2%	2%	-4%	-2%	2%	0	-1%	-1%	4
COc1cc(NC(=O)C/C(C)=N/NC(=O)C(=O)NCCO)c(OC)cc1Cl	9%	14%	1%	-8%	-3%[9.22 µM]	-5	14%	16%	4
COc1ccc(CCNCC(=O)Nc2c(C)cc(C)cc2C)cc1OC	-4%	1%	-7%	-2%	4%	-5	-22%	3%	-19
Cc1cccc(NC(=O)C(C)Oc2ccc(C)nc2[N+](=O)[O-])c1 (stereo not drawn)	0%	1%	-3%	9%	-1%	-1	12%	5%	-16
O=C1CCCN1Cc1ncnn1-c1ccccc1	11%	-4%	-1%	13%	-11%	2	16%	-3%	9
O=C(CCC1CCCCC1)NNC(=O)NC12CC3CC(CC(C3)C1)C2	-1%	-1%	-3%	10%	0%	-14	-2%	-5%	38
CCOC(=O)[C@H]1[C@H]2COc3ccc(Br)cc3[C@@H]2N2C(=O)CN(Cc3ccc(Cl)cc3)C(=O)[C@@]12C	-22%	?	?	-26%	-1%	0	4%	4%	-11
CC(C)CC(=O)Nc1ccc(S(=O)(=O)Nc2cc3c(cc2N2CCOCC2)n(C)c(=O)c(=O)n3C)cc1	.	2%	.	.	.	4	6%	-5%	.
COc1ccccc1NC(=O)c1cc(C(=O)Nc2ccccc2OC)n(C)n1	9%	-3%	12%	-6%	?	5	?	-6%	-14

The closing 2 compounds of the section above lead into the next.
SMILES	HT1080 IDH1KD tx	KB-3-1 tox	MCF10A rerep	HT1080NT lethal	SW480 rereplic	D3 ag	KB-V1 MDR tox	HEK293 tox	IL1B secr inh
CC(C)CC(=O)Nc1ccc(S(=O)(=O)Nc2cc3c(cc2N2CCOCC2)n(C)c(=O)c(=O)n3C)cc1	.	2%	.	.	.	4	6%	-5%	.
COc1ccccc1NC(=O)c1cc(C(=O)Nc2ccccc2OC)n(C)n1	9%	-3%	12%	-6%	?	5	?	-6%	-14
NS(=O)(=O)c1ccc(Sc2ccc3c(c2)CCC3)nc1	-15%	-2%	11%	-14%	-3%	2	-19%	-14%	-5
CN1C(=O)c2cccc3c(S(=O)(=O)Nc4ccc(O)c(C(=O)O)c4)ccc1c23	1%	1%	0%	11%	-5%	-3	-1%	-1%	-9
CCCC(=O)N(CCc1ccccc1)Cc1nc2ccccc2c(=O)[nH]1	-12%	-6%	?	-8%	-3%	1	?	-1%	-4
CC(=O)Nc1ccc(NC(=O)C(C)OC(=O)C2CCN(S(=O)(=O)c3ccccc3C(F)(F)F)CC2)cc1 (stereo not drawn)	11%	-2%	-1%	5%	-2%	-4	1%	-5%	15
Cc1ccc(O)c(NC(=O)C2CCCCC2)c1	1%	-8%	6%	-2%	3%	1	0%	10%	-7
CC(C)NC(=O)Cn1nnc(-c2cccc(NC(=O)c3ccccc3F)c2)n1	-28%	-10%	23%	-23%	?	5	-25%	15%	28
CCCOc1ccc(N2C(=O)CC(NCCCN3CCC(C(N)=O)CC3)C2=O)cc1 (stereo not drawn)	9%	-10%	-6%	1%	2%[9.22 µM]	-2	18%	-8%	-4
Cc1ncc(CO)c2cc(C(=O)Nc3cccc(F)c3)c(=Nc3cccc(C(N)=O)c3)oc12	-5%	8%	-2%	0%	1%	4	25%	1%	5
CCOC(=O)C1CCCN(C(=O)/C=C/c2ccc([N+](=O)[O-])cc2)C1 (stereo not drawn)	0%	0%	-5%	8%	-12%	-3	?	-9%	6
FC(F)(F)c1cccc(NC(=S)NCc2ccccn2)c1	2%	6%	1%	5%	-14%	2	11%	?	-3
N#Cc1ccc(C23CC4(C2)[C@H](CN(P(=O)(c2ccccc2)c2ccccc2)[C@@H]4c2ccccc2)C3c2ccc(Cl)nc2)cc1 (stereo partly drawn)	-21%	?	-31%[inhibitor]	?	4%	-17	?	-8%	?
N=c1n(CCCOc2ccccc2Cl)c2ccccc2n1CC(N)=O	?	?	20%	?	?	-14	26%	?	-102*
CSCCC(C(=O)NC(C)(C)C)n1c(-c2cccc(NC(C)=O)c2)nc2ccccc21 (stereo not drawn)	11%	8%	.	-1%	.	0	-9%	-7%	22
COc1ccccc1NS(=O)(=O)c1cc(N)ccc1N1CCCC1	1%	9%	3%	5%	3%	3	-6%	-1%	-18
CCS(=O)(=O)c1nc(S(=O)(=O)c2ccc(C)cc2)c(NCc2ccc(Cl)cc2)s1	.	-7%	.	.	.	-10	-1%	9%	.
O=C(NCCc1c[nH]c2ccccc12)c1ccc2c(c1)OCO2	-7%	21%	11%	-17%	-5%	4	-13%	2%	7
CN(CCOc1ccccc1)C(=O)c1cc([N+](=O)[O-])cc([N+](=O)[O-])c1	-1%	8%	-1%	-1%	7%	2	?	8%	11
C(=N\c1nc2ccccc2n1Cc1ccccc1)/c1cccs1	-18%	-21%	-6%	0%	22%	3	?	7%	-68*
COc1ccc(-n2c(C)cc(C(=O)Cn3c(NCCO)nc4ccccc43)c2C)cc1	-26%	?	?	-18%	5%	-1	?	-30%	42
Cc1cc(NS(=O)(=O)c2ccc(CC(C)C)cc2)no1	7%	2%	-3%	1%	-8%	7	12%	15%	-1
CCN=C1SC(CC(=O)NC(N)=O)C(=O)N1CC (stereo not drawn)	9%	-1%	11%	4%	-6%	3	14%	-7%	-6
COc1ccc(N2CCN(C3CCCN(C(=O)CN4CCCC4=O)C3)CC2)cc1 (stereo not drawn)	12%	19%	1%	3%	-20%	0	12%	-10%	42
c1ccc(N2CCN(Cc3cn4ccccc4n3)CC2)cc1	11%	-4%	-4%	10%	2%	-15	?	-9%	9
CCOC(=O)c1sc(NC(=O)C(C)Sc2nc(-c3ccccc3)cc(C(F)(F)F)n2)c(C(=O)OC)c1C (stereo not drawn)	.	-12%	.	.	.	-17	0%	0%	.
CCOC(=O)c1c(C)[nH]c(C)c1S(=O)(=O)N(C)CC(=O)Nc1cccc(Cl)c1C	.	11%	.	.	.	1	7%	-9%	.
CCOc1ccc(NS(=O)(=O)c2ccc(C(=O)N(C)Cc3cccc(OC)c3OC)cc2)cc1	-12%	-19%	?	-12%	-4%	-2	?	10%	0
O=C(Cn1nc(-c2ccccc2)nc1-c1ccccc1)OC1CCCCC1	-2%	3%	?	5%	4%	-1	-4%	4%	0
O=C1N(Cc2cccc(Cl)c2)C[C@@H]2C[C@@H](c3cccn3-c3ccccn3)N3CCC[C@@]123	-9%	-18%	15%	-6%	0%	-12	-23%	-7%	?
CC(=O)c1sc(NC(=O)c2ccc(F)cc2)nc1-c1ccccc1	3%	0%	?	13%	-51%[inhibitor]	9	22%	-23%	-19
O=C(CN1CCC(C(=O)c2cccc(Cl)c2)CC1)Nc1ccc(C(=O)O)cc1	-7%	-2%	?	3%	0%	-8	2%	-2%	0
O=C(O)c1ccc(NC(=S)NCc2ccccc2)cc1	12%	-1%	-8%	1%	-5%	0	?	-5%	29
O=C(CSc1cccc[n+]1[O-])Nc1cccc(S(=O)(=O)NC2=NCCCCC2)c1	0%	-2%	2%	0%	0%	3	-10%	0%	-1
COCc1c(C(=O)OC)nnn1-c1ccccc1	0%	-3%	5%	-1%	-9%	-3	-6%	0%	16
Cc1cc2nc(-c3ccc(C#N)cc3)c(Cc3ccsc3)n2c(C)c1Br	?	-11%	.	-27%	.	4	?	-11%	4
COc1ccc2c(c1)c(-c1csc(N)n1)c(C)n2C	1%	0%	5%	-12%	-6%	-1	21%	5%	15
Cc1ccc(SCc2c(C(=O)N/N=C/c3ccc4c(c3)OCO4)nnn2-c2nonc2N)cc1	1%	-1%	-1%	0%	18%	-7	13%	2%	-22
Cc1c(C(=O)OCc2ccc(F)cc2)sc2nc3n(c(=O)c12)CCC3	10%	1%	0%	17%	-63%[inhibitor]	18	-6%	0%	30
COCCNC(=O)NC1(C(F)(F)F)Oc2ccc(Cl)cc2O1 (stereo not drawn)	?	23µM*	15%	?	3%	-2	?	-26%	0
CCOc1cccc(CN2CCCC(N3CCN(c4cccc(Cl)c4)CC3)C2)c1O (stereo not drawn)	-25%	-8%	?	-23%	-3%	24	6%	-21%	-72*
Cc1cc(NC(=O)CCN2CCN(C/C=C/c3ccccc3)CC2)ccc1Br	23µM*	?	?	21µM*	?	-5	?	?	-82*
CC(C)C[C@@H](CN1CCCC1CN1C(=S)NC[C@@H]1Cc1ccc(O)cc1)N1C[C@H](Cc2ccc(O)cc2)N(CCc2ccccc2)C1=S (stereo partly drawn)	?	-18%	10%	?	13%	-17	?	?	0
CC1CCC(NC(=O)CCN2C(=O)C3CC=CCC3C2=O)CC1 (stereo not drawn)	9%	-6%	3%	5%	-3%	5	-23%	-6%	5
Cc1cc(SCC(=O)OC(C)C(=O)N(C)c2ccccc2)nc2ccccc12 (stereo not drawn)	-8%	10%	14%	3%	?	1	-6%	4%	-14
COc1cc(NC(=S)NCc2cccnc2)cc(OC)c1	0%	8%	16%	1%	17%	3	0%	-8%	18
Cc1cc(OCCOCCNC(C)C)cc(C)c1Cl	?	?	0%	?	0%	-12	?	-26%	-28
Cc1ccc2c(c1)N(CCC(=O)NCc1cccnc1)C(=O)CO2	-1%	0%	-1%	4%	-2%	-5	9%	7%	0
